FEN1 inh: blocks human flap endonuclease 1 | P39748 | Recombinant FEN1 flap cleavage, fluorescence, 15 min | Potency, µM (highest dose often 114 µM), for inactives: top-dose activity change, negative = inhibition, actives largely listed as inhibitors | hit rate 0.35% among 390,000 | AID 588795; note: nearly all actives have a fitted effect of over 65% in size
Target sequence (P39748 whole entry, looked up): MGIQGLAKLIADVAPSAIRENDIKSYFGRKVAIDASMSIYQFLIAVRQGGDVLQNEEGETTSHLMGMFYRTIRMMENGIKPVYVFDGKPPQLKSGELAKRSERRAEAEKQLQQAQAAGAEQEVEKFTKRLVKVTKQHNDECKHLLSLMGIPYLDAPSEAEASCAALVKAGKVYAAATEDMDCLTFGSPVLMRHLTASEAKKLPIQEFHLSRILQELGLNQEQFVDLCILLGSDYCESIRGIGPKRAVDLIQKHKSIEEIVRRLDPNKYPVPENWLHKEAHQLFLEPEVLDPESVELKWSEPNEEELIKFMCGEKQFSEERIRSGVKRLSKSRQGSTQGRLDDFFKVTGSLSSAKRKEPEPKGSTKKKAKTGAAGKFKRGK
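Recombinant FEN1 (10 nM) was preincubated with pin-transferred compounds for 15 min at room temperature, then flap DNA substrate (50 nM final) was added. Plates were read at 0 and 15 min, and normalized concentration–response data were fitted to a four-parameter Hill equation.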
N370S GC: inhibits or activates N370S mutant glucocerebrosidase; hit rate 0.092% among 330,000; P04062; N370S GC spleen homogenate, 4MU-glucoside fluorescence; Potency, µM (series often up to 59.4 µM), without a hit: at the highest dose activity change, negative = inhibition, actives largely listed as inhibitors;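 note: 0% = full enzyme activity and -100% = no enzyme basal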
GCN5L2 inh: GCN5L2 (KAT2A) acetyltransferase inhibition. Q92830. GCN5L2 HAT assay, ThioGlo1 CoA-SH fluorescence. Potency, µM (highest dose often 58.9 µM), inactives show top-dose activity change, negative = inhibition, usual class: inhibitors. hit rate 0.21% among 390,000. AID 504327
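Compounds, pin-transferred from DMSO stocks, meet 20nM GCN5L2 for 15 min before the reaction begins with H3(1-25) peptide (75uM) and acetyl-CoA (70uM). Thiol-reactive ThioGlo1 reports CoA release over 20 min at room temperature.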
* hit, by the source's call; ? = inconclusive; . = not tested or not shown. Calls come from the whole dose curve; as a rule, active = well fitted curve in the direction sought with a large enough effect; inconclusive = small, poorly fitted or top-dose-only effect, or another doubt; inactive = no such curve, though single readings can be large; an effect the other way counts as inactive or inconclusive. Unless noted, % is set by controls: 0 for no effect and ±100 for the full control effect; potency is the fitted concentration of half-maximal effect.

mol | N370S GC | FEN1 inh | GCN5L2 inh
Cc1c(Br)c([N+](=O)[O-])nn1CC(=O)Nc1ccc(C(C)C)cc1 | 3% | -5% | -13%
O=C(c1ccco1)N(Cc1cccs1)C1CCS(=O)(=O)C1 (stereo not drawn) | 2% | -2% | -3%
Cc1cc(NC(=O)c2ccc(Cn3nc(C)c(Br)c3C)o2)no1 | 5% | -2% | 2%
CN1CCN(C(=O)C(=O)Nc2c3c(nn2-c2cccc(Cl)c2)CSC3)CC1 | . | -7% | -6%
Cc1ccc(-n2ncc(C(=O)N3CCN(C(=O)c4ccco4)CC3)c2-n2cccc2)cc1 | 4% | 14% | -3%
CC(C)(C)C(=O)Nc1nnc(CC(=O)NCc2ccccc2)s1 | 2% | 2% | -11%
CCOc1ccc(S(=O)(=O)Nc2ncn[nH]2)cc1 | -7% | -10% | 2%
CCOC(=O)c1c(C)[nH]c(C(=O)CSc2nnc(-c3cccs3)n2Cc2ccccc2)c1C | 3% | 8% | -5%
O=C1NCCN1CCNS(=O)(=O)c1ccccc1[N+](=O)[O-] | 2% | -7% | -1%
COc1cccc(NC(=O)C(C)C)c1 | -16% | 19% | -3%
O=C1CCC(=O)N1OCCCOc1ccc2c(c1)CCC2 | 5% | -3% | -10%
COc1ccccc1N1CCN(c2ncc3c(n2)CCN(Cc2ccc(C)s2)C3)CC1 | . | 3% | 3%
COc1ccccc1CCn1c(=O)c(-c2ccccc2)nc2cncnc21 | 15% | . | -11%
Cc1ccc(SCc2nc(-c3ccc(C(=O)NCC(C)c4ccccc4)cc3)oc2C)cc1 (stereo not drawn) | . | -20% | -4%
C=CCC[C@H](Cc1ccc(F)cc1)C(=O)OC[C@H](Cc1c[nH]c2ccccc12)NC(=O)[C@H](CC=C)CC(=O)N[C@H](CO)Cc1ccccc1 | . | -16% | -7%
CC1(c2cc(F)ccc2F)NC(=O)N(CC(=O)Nc2cccc(S(=O)(=O)N3CCCC3)c2)C1=O (stereo not drawn) | . | -23% | 1%
O=C(c1ccccc1)N1CCCCC(S(=O)(=O)c2ccc3ccccc3c2)C1=O (stereo not drawn) | -2% | 9% | 7%
COC(=O)C12CCC(C)(c3nc4ccccc4nc31)C2(C)C (stereo not drawn) | 14% | -1% | 2%
CCCNC(=S)N1CCC(n2cnc3ccccc32)CC1 | -1% | -2% | -10%
O=C(CCN=C1NS(=O)(=O)c2ccccc21)NCc1ccccc1F | . | -6% | 0%

Retrieved by compound from the list above, 2 records:
mol | N370S GC | FEN1 inh | GCN5L2 inh
Cc1ccc(-n2ncc(C(=O)N3CCN(C(=O)c4ccco4)CC3)c2-n2cccc2)cc1 | 4% | 14% | -3%
CCOc1ccc(S(=O)(=O)Nc2ncn[nH]2)cc1 | -7% | -10% | 2%

(list continues)
mol | N370S GC | FEN1 inh | GCN5L2 inh
CC(=O)N1CCC(=NNC(=O)c2cccs2)CC1 | -8% | -1% | -1%
CC(C(=O)Nc1ccc(Br)cc1)N(C)CC(=O)NCc1ccco1 (stereo not drawn) | . | 2% | 0%
CCOc1cc(/C=C(\C#N)c2[nH]nc(N)c2C#N)ccc1O | -16% | ? | -8%
COc1ccc(/C(O)=C2\C(=O)C(=O)N(c3cc(C)on3)C2c2ccccc2OC)cc1 (stereo not drawn) | 12% | -2% | -12%
Cc1nc(SCc2ccc(Cl)c(Cl)c2)n[nH]1 | -6% | 0% | -2%
O=C(NC1CCCCC1)N(Cc1ccc(F)cc1)Cc1nc2ccccc2c(=O)[nH]1 | 9% | 5% | -3%
CS(=O)(=O)NN1C(=O)c2ccccc2NC1c1c[nH]c2ccccc12 (stereo not drawn) | 4% | -6% | -14%
CCCCOc1cccc(C(=O)N(Cc2ccco2)C2CCS(=O)(=O)C2)c1 (stereo not drawn) | 6% | 7% | 1%
O=C(c1ccco1)N(CCC(c1ccccc1)c1ccco1)Cc1ccccc1 (stereo not drawn) | 20% | -12% | -25%
c1ccc(CCNc2nc(-c3ccncc3)cs2)cc1 | -7% | 1% | -1%
O=C1CCCc2nn(-c3ccccc3)c(-c3ccncc3)c21 | -7% | -10% | -7%
O=C(Cn1c(=O)sc2ccccc21)Nc1nc2c(s1)CCCC2 | 3% | 1% | -5%
CC(=O)/C=C/c1ccccc1Oc1c(F)c(F)nc(F)c1F | -1% | -23% | -2%
CCc1ccc2oc(C(=O)Nc3cc(Cl)ccc3OC)cc(=O)c2c1 | . | 2% | -1%
COC(=O)c1cccc(NC(=O)CSc2nnc(C)o2)c1 | 0% | 14% | -9%
COc1ccc(/C=N/NC(=O)CNC(=O)c2ccc(S(=O)(=O)N3CCOCC3)cc2)c(OC)c1 | -3% | 4% | -4%
O=c1c(C(c2ccc(Br)cc2)c2c(O)nc3n(c2=O)CCCS3)c(O)nc2n1CCCS2 | -13% | -15% | 1%
CCCCCCCc1c(C#N)c(N)[nH]c(=S)c1C#N | 4% | 3% | -5%
COc1ccccc1CNC(=O)c1ccc2c(c1)N(Cc1cc(C)ccc1C)C(=O)c1ccccc1S2 | . | -10% | -1%
Cc1cc(C)nc(SCc2nnc(SCC(=O)Nc3nccs3)n2C)n1 | -3% | 3% | 1%
COC(=O)c1c(SCc2cccc3ccccc23)nc(=O)[nH]c1C | -5% | -7% | -3%
Cc1ccc(N2CC(C(=O)Nc3nnc(SCc4ccccn4)s3)CC2=O)cc1 (stereo not drawn) | -6% | -1% | -9%
CC(C)(C)C1CCC(C(=O)Nc2ccccc2)CC1 (stereo not drawn) | 14% | -12% | -4%
O=C1C=CC2=C3c4cc(O)c(O)cc4C[C@]3(O)COC2=C1 | -10% | . | -5%
O=C(CCN1C(=O)c2ccccc2S1(=O)=O)N1CCN(c2ccccc2)CC1 | 10% | -3% | 3%
CN(Cc1ccccc1)C(=O)c1[nH]cnc1C(=O)NC1CCN(C(=O)OC(C)(C)C)CC1 | . | 1% | -5%
COc1ccc2sc(N(Cc3cccnc3)C(=O)c3ccco3)nc2c1 | . | 1% | -9%
Cc1noc(C)c1NC(=O)Nc1ccc2c(c1)C(=O)N([C@H](C)CO)C[C@H](C)[C@@H](CN(C)C(=O)Nc1ccccc1)O2 | . | 14% | -2%
CC(C)CCN(C(=O)C1CCCC1)c1c(N)n(Cc2ccccc2)c(=O)[nH]c1=O | . | -12% | -2%
COC(/C=C/Nc1ccc(C)cc1)=C(C#N)C#N | 1% | -10% | 5%
COc1ccccc1CNC(=O)CSC1=Nc2ccccc2N=C(c2ccc(F)cc2)C1 | . | -5% | 1%
CCOc1ccc(S(=O)(=O)N2CCN(C(=O)c3cccn3C)CC2)cc1 | -21% | 5% | -14%
CCCCOC(=O)Nc1cccc(Cl)c1C | 6% | -1% | -2%
CCc1ccccc1N1C(=O)CC(N2CCc3ccccc32)C1=O (stereo not drawn) | -1% | -1% | -5%
CCN(CC)C(=O)CCSc1nnc(-c2ccncc2)o1 | 1% | 17% | 1%
Cc1cccc(Nc2nnc(SCC(=O)NCC3CCCO3)s2)c1C (stereo not drawn) | . | 5% | 2%
C=CCn1c(CCNC(=O)c2ccccc2F)nnc1SCC(=O)Nc1ccccc1F | -4% | -4% | -4%
COc1cc(OC)cc(C(=O)NNC(=O)CCc2nc3ccccc3c(=O)[nH]2)c1 | . | 1% | 2%
O=C(NCc1ccco1)/C(=C/c1ccco1)NC(=O)c1ccco1 | 8% | 1% | -8%
CCCn1c(NC(=O)c2ccc(Cl)c(S(=O)(=O)N3CCCC3)c2)nc2ccccc21 | -3% | 1% | -6%

Copied from the list.
`Cc1c(Br)c([N+](=O)[O-])nn1CC(=O)Nc1ccc(C(C)C)cc1` | N370S GC = 3%
`COC(=O)c1cccc(NC(=O)CSc2nnc(C)o2)c1` | FEN1 inh = 14%
`COC(=O)c1c(SCc2cccc3ccccc23)nc(=O)[nH]c1C` | N370S GC = -5%
`CCOc1cc(/C=C(\C#N)c2[nH]nc(N)c2C#N)ccc1O` | N370S GC = -16%

One compound at a time, as listed above. Values in the order: N370S GC, FEN1 inh, GCN5L2 inh
Shown for CC(C)(C)C1CCC(C(=O)Nc2ccccc2)CC1 (stereo not drawn) : 14%, -12%, -4%
Shown for CCCCOC(=O)Nc1cccc(Cl)c1C : 6%, -1%, -2%
Shown for CC(C)CCN(C(=O)C1CCCC1)c1c(N)n(Cc2ccccc2)c(=O)[nH]c1=O : ., -12%, -2%

Further structures
mol | N370S GC | FEN1 inh | GCN5L2 inh
CC(=O)C1=C(O)C(=O)N(c2cccc(Br)c2)C1c1ccccc1Cl (stereo not drawn) | -3% | 11% | -2%
COc1ccccc1OCCCCn1c(-c2ccc(Cl)cc2)nc2ccccc2c1=O | . | -1% | -4%
CCOc1cc(S(=O)(=O)NCCN2CCOCC2)c(C)cc1C | -10% | 2% | -14%
COCCn1c(SCC(=O)NCc2ccc3c(c2)OCO3)nnc1-c1c[nH]c2ccccc12 | 6% | 25% | -5%
COC(=O)c1ccc(C2NC(=S)N(c3ccccc3)C(C)=C2C(=O)Nc2ccccc2OC)cc1 (stereo not drawn) | 3% | -7% | 1%
O=C(/C=C/c1ccc([N+](=O)[O-])cc1)N1CCN(c2ccccc2F)CC1 | -10% | 4% | -5%
COc1cccc(Cn2cccc(NC(=O)Nc3ccc(C#N)cc3)c2=O)c1 | -10% | -5% | -6%
C[Si](C)(C)n1ccnc1 | -16% | 20% | 1%
O=C(CCNS(=O)(=O)c1ccc(Cl)cc1)N1CCN(Cc2ccccc2)CC1 | 11% | 3% | -9%
Cc1ccc2c(c1)N=C(c1ccc(F)cc1)CO2 | -5% | 10% | -1%
Cc1cccc(NS(=O)(=O)Cc2ccccc2)n1 | 6% | 2% | -7%
O=C(NCc1nc2ccccc2[nH]1)c1cccc(S(=O)(=O)N2CCCC2)c1 | 6% | 9% | 3%
O=C(Nc1nc(-c2ccccc2)cs1)c1ccc2c(c1)S(=O)(=O)c1ccccc1C2=O | 3% | -3% | -1%
CCn1c(SCC(=O)Nc2ccc(C)cc2)nnc1-c1ccccn1 | -2% | 1% | 2%
C=CCc1cc(OC)ccc1OCCN1CC(C)OC(C)C1 (stereo not drawn) | -8% | -3% | -1%
Cc1nn(CCCC(=O)Nc2cccc(C(F)(F)F)c2)c(=O)c2nn(-c3ccccc3)c(C)c12 | . | 3% | -6%
O=C(Cc1ccc(F)cc1)OCC(=O)c1cc2ccccc2o1 | 15% | -11% | -5%
N#Cc1cc2[nH]c3ccccc3c2[n+](-c2ccc([N+](=O)[O-])cc2)c1N | -14% | -18% | -8%
CCC(=O)N1N=C(c2ccccc2)CC1c1ccccc1 (stereo not drawn) | 18% | 3% | -4%
C=Cc1ccc(Cn2c(C(=O)OC)cc3sc(C)cc32)cc1 | . | 12% | -9%

Entries listed so far containing bromine:
mol | N370S GC | FEN1 inh | GCN5L2 inh
Cc1c(Br)c([N+](=O)[O-])nn1CC(=O)Nc1ccc(C(C)C)cc1 | 3% | -5% | -13%
Cc1cc(NC(=O)c2ccc(Cn3nc(C)c(Br)c3C)o2)no1 | 5% | -2% | 2%
CC(C(=O)Nc1ccc(Br)cc1)N(C)CC(=O)NCc1ccco1 (stereo not drawn) | . | 2% | 0%
O=c1c(C(c2ccc(Br)cc2)c2c(O)nc3n(c2=O)CCCS3)c(O)nc2n1CCCS2 | -13% | -15% | 1%
CC(=O)C1=C(O)C(=O)N(c2cccc(Br)c2)C1c1ccccc1Cl (stereo not drawn) | -3% | 11% | -2%

Additional entries.
mol | N370S GC | FEN1 inh | GCN5L2 inh
O=C(NCCCn1ccnc1)c1cc2c(ccc3ccccc32)o1 | -13% | -5% | -5%
COc1ccccc1N1CCN(Cc2ccc(O)c3ncccc23)CC1 | 4% | -16% | -9%
CCOC(=O)C1CCN(CC(=O)c2ccc(O)c(C)c2O)CC1 | -32% | -14% | -8%
Cc1ccc2nc(C)c(C(=O)NN=C3CCCCCC3)n2c1 | -7% | 12% | 0%
CC1CCN(S(=O)(=O)c2ccc3c(c2)CC(C)N3C(=O)C2CCC2)CC1 (stereo not drawn) | 6% | -5% | -6%
CC(CCc1ccccc1)NC(=O)c1cccs1 (stereo not drawn) | -1% | 2% | -4%
COc1ccc2[nH]cc(C(=O)CN3CCCCC3C)c2c1 (stereo not drawn) | -1% | . | -3%
COC(=O)c1c(C)[nH]c(C(=O)OCC(=O)NCC(C)C)c1C | 0% | 10% | 0%
CCOC(=O)c1ccc(Nc2c(-c3ccc(O)c(OC)c3)nc3nc[nH]n23)cc1 | . | 13% | -2%
CCOC(=O)CC/C(=N\NC(N)=O)c1ccc(OC)c(Cl)c1 | 0% | -14% | -4%

Compounds as they come (roughly 0.54% active in at least one column).
